IDH1 mut inh: IDH1 R132H (human) inhibition; O75874; IDH1 R132H reductase, diaphorase/resazurin fluorescence, 60 min; inhibition, % at 10 µM; 70,000 tested, 0.18% active; in the data active means inhibition above about 34%;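 further: 0% = DMSO and 100% = no enzyme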
Target sequence (O75874 whole entry R132H): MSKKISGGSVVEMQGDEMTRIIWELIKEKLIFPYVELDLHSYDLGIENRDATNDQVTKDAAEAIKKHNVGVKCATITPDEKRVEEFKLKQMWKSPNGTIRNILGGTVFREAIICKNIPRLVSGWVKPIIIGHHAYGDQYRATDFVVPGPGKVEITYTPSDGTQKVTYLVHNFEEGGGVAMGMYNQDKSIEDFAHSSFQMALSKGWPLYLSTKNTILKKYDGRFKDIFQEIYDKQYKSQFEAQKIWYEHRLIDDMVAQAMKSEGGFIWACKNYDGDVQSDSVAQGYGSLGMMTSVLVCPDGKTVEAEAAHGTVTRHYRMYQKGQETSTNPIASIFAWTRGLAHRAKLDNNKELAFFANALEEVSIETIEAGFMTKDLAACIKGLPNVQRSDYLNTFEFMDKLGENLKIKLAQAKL
EZH2 inh: EZH2 (human) methyltransferase inhibition. 57,000 tested, 0.35% active. Q15910. PRC2 H3K27 methylation, DELFIA TRF, 1 h. inhibition, % at 12.5 µM;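 active means mean inhibition of replicates at least 50% and every single replicate also reaching 50%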;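 further: dimethyl H3K27 on biotinylated H3 21-44 peptide detected by antibody; plate controls were median neutral control wells for no effect and median positive control wells for full effect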
An asterisk follows results filed as active; nt = no result given. Some of the compounds tested; the hit share may differ from the screen's.

SMILES,IDH1 mut inh,EZH2 inh
CNC[C@@H]1OCCCC[C@@H](C)Oc2ccc(N)cc2C(=O)N([C@@H](C)CO)C[C@H]1C,1.9,2
C[C@@H](NC(=O)C[C@@H]1C[C@@H]2c3cc(NS(C)(=O)=O)ccc3O[C@@H]2[C@@H](CO)O1)c1ccccc1,0.5,2
C[C@H]1CN([C@@H](C)CO)C(=O)c2cc(Br)cnc2O[C@@H]1CN(C)C(=O)NC1CCCC1,0.0,nt
CO[C@H]1CN(C)C(=O)c2ccc(NC(C)=O)cc2OC[C@@H](C)N(C(=O)CN(C)C)C[C@@H]1C,nt,23
COc1ccc(S(=O)(=O)Nc2ccc3c(c2)CC(=O)N([C@@H](C)CO)C[C@H](C)[C@@H](CN(C)CC2CC2)O3)cc1,-4.1,2
C[C@H]1CN([C@@H](C)CO)C(=O)c2cccc(NS(=O)(=O)c3cccs3)c2O[C@@H]1CN(C)C(=O)Nc1ccccc1,1.1,nt
C[C@@H]1CN([C@@H](C)CO)C(=O)c2cc(C3=CCCCC3)cnc2O[C@H]1CN(C)Cc1ccccc1F,-3.9,6
C[C@@H]1CN([C@@H](C)CO)C(=O)c2cc(NC(=O)CCN3CCOCC3)ccc2O[C@@H]1CN(C)S(=O)(=O)c1ccc(Cl)cc1,0.0,-3
CNC[C@@H]1Oc2ccc(NC(=O)Nc3ccccc3)cc2C(=O)N([C@H](C)CO)C[C@@H]1C,-2.2,1
CC(C)C#Cc1cnc2c(c1)C(=O)N([C@@H](C)CO)C[C@H](C)[C@@H](CN(C)C(=O)c1cccnc1)O2,-0.6,10
C[C@H]1CN([C@@H](C)CO)C(=O)c2cc(NC(=O)Cc3cn(C)c4ccccc34)ccc2O[C@H]1CN(C)Cc1ccccc1,-13,0
CC(C)NC(=O)Nc1ccc2c(c1)C(=O)N([C@H](C)CO)C[C@H](C)[C@@H](CN(C)S(=O)(=O)c1ccc(F)cc1)OCCCC[C@@H](C)O2,-0.9,nt
COc1ccc2c(c1)c(CC(=O)OCc1ccccn1)c(C)n2C(=O)c1ccc(Cl)cc1,1.2,56*
c1ncc(CCCC2CCNCC2)[nH]1,0.8,-2
C[C@H](CO)N1C[C@H](C)[C@@H](CN(C)S(C)(=O)=O)Oc2ccc(NC(=O)Nc3ccc(C(F)(F)F)cc3)cc2CC1=O,nt,-7
Cc1cccc(S(=O)(=O)N[C@@H]2CC[C@H](CCNC(=O)c3cnccn3)O[C@H]2CO)c1,0.0,5
CO[C@H]1/C=C\O[C@@]2(C)Oc3c(C)c(O)c4c(O)c(c(/C=N\N5CCN(C)CC5)c(O)c4c3C2=O)NC(=O)/C(C)=C\C=C/C(C)[C@H](O)[C@@H](C)[C@@H](O)[C@@H](C)[C@@H](OC(C)=O)[C@@H]1C (stereo partly drawn),1.8,nt
CCCc1cn(CC[C@@H]2CC[C@H](NS(=O)(=O)c3ccc(-c4ccccc4)cc3)[C@H](CO)O2)nn1,-0.5,3
Cc1ccc(-c2nc3ncccc3o2)cc1NC(=O)COc1cc(C)c(Cl)c(C)c1,0.2,-8
CNC[C@H]1Oc2ccc(NS(=O)(=O)c3ccc(OC)cc3)cc2C(=O)N([C@H](C)CO)C[C@@H]1C,1.6,-1

The closing four entries of the part above lead into the next.
SMILES,IDH1 mut inh,EZH2 inh
CO[C@H]1/C=C\O[C@@]2(C)Oc3c(C)c(O)c4c(O)c(c(/C=N\N5CCN(C)CC5)c(O)c4c3C2=O)NC(=O)/C(C)=C\C=C/C(C)[C@H](O)[C@@H](C)[C@@H](O)[C@@H](C)[C@@H](OC(C)=O)[C@@H]1C (stereo partly drawn),1.8,nt
CCCc1cn(CC[C@@H]2CC[C@H](NS(=O)(=O)c3ccc(-c4ccccc4)cc3)[C@H](CO)O2)nn1,-0.5,3
Cc1ccc(-c2nc3ncccc3o2)cc1NC(=O)COc1cc(C)c(Cl)c(C)c1,0.2,-8
CNC[C@H]1Oc2ccc(NS(=O)(=O)c3ccc(OC)cc3)cc2C(=O)N([C@H](C)CO)C[C@@H]1C,1.6,-1
COc1ccc(S(=O)(=O)Nc2ccc3c(c2)C(=O)N([C@H](C)CO)C[C@@H](C)[C@@H](CN(C)C(=O)Nc2ccccc2)O3)cc1,0.1,nt
O=C(N[C@@H]1CC[C@H](CCNS(=O)(=O)c2ccc(F)cc2)O[C@@H]1CO)C1CCCC1,0.0,-3
C[C@@H]1CN([C@H](C)CO)C(=O)Cc2cc(NC(=O)Nc3ccc(F)cc3)ccc2O[C@@H]1CN(C)Cc1ccc(C(=O)Nc2ccccc2N)cc1,-0.3,-45
CCOC(=O)/C=C/c1ccccc1OC,nt,-6
C[C@H](CO)N1C[C@H](C)[C@@H](CN(C)C(=O)Nc2ccc(F)cc2)OCCCC[C@H](C)Oc2ccc(NC(=O)c3ccncc3)cc2C1=O,5.0,nt
CCCC#Cc1ccc2c(c1)O[C@H](CN(C)C(=O)c1cccnc1)[C@H](C)CN([C@H](C)CO)S2(=O)=O,-4.4,-6
Cc1ccc(S(=O)(=O)N(C)C[C@@H]2Oc3ccc(NS(C)(=O)=O)cc3CC(=O)N([C@@H](C)CO)C[C@H]2C)cc1,0.0,nt
Cc1ccc(S(=O)(=O)N(C)CC(=O)Nc2ccc(F)cc2)cc1,0.6,5
Cc1ccc(S(=O)(=O)Nc2ccc3c(c2)C(=O)N([C@@H](C)CO)C[C@H](C)[C@H](CN(C)C(=O)NC2CCCCC2)OCCCC[C@H](C)O3)cc1,-1.8,nt
Cc1nn(Cc2cccc(C(=O)Nc3ccc(S(=O)(=O)N4CCCCC4)cc3)c2)c(C)c1Cl,1.1,6
O=C(Nc1ccccc1F)N[C@@H]1CC[C@@H](CCNS(=O)(=O)c2ccc(Cl)cc2)O[C@H]1CO,0.1,11
C[C@@H]1CN([C@H](C)CO)C(=O)c2cc(NC(=O)Cc3ccccc3)ccc2O[C@H]1CN(C)S(=O)(=O)c1cccs1,0.0,nt
COc1cccc(-c2cnc3c(c2)C(=O)N([C@H](C)CO)C[C@H](C)[C@H](CN(C)CC2CCCC2)O3)c1,-0.9,-1
C[C@@H]1CCCCO[C@@H](CN(C)C(=O)c2ccccc2)[C@H](C)CN([C@H](C)CO)C(=O)c2cc(NC(=O)c3ccncc3)ccc2O1,-0.2,3
C[C@@H]1CN([C@H](C)CO)C(=O)Cc2cc(NC(=O)CCN3CCOCC3)ccc2O[C@@H]1CN(C)Cc1ccc(Cl)c(Cl)c1,-2.4,-3
C[C@H](CO)N1C[C@H](C)[C@@H](CN(C)C(=O)C2CCC2)Oc2cc(-c3ccccc3)ccc2S1(=O)=O,nt,5
C[C@@H]1C[C@H]2OC[C@@]3(C)CCC[C@](C)(C23)[C@@]1(O)CCc1ccoc1 (stereo partly drawn),0.0,nt
CO[C@@H]1CN(C)C(=O)c2cc(NS(=O)(=O)Cc3ccccc3)ccc2OC[C@@H](C)NC[C@@H]1C,-0.1,-1
O=C(N[C@H]1CC[C@@H](CCNS(=O)(=O)c2ccc(F)cc2)O[C@H]1CO)C1CC1,-0.2,0
C[C@H]1CN([C@@H](C)CO)C(=O)Cc2cc(NC(=O)Cn3cnnn3)ccc2O[C@@H]1CN(C)C(=O)Nc1ccc(C(F)(F)F)cc1,-0.7,nt
O=C(N/N=C/c1ccncc1Br)c1ccccc1O,nt,-6
C[C@H](CO)N1C[C@H](C)[C@@H](CN(C)C(=O)Cc2ccccc2)Oc2cc(C#CC3CCCC3)ccc2S1(=O)=O,0.1,2
C[C@@H]1CN([C@H](C)CO)C(=O)Cc2cc(NC(=O)c3ccncc3)ccc2O[C@@H]1CN(C)S(=O)(=O)c1ccc(F)cc1,3.2,5
CCCC(=O)Nc1ccc2c(c1)C(=O)N(C)C[C@H](OC)[C@H](C)CN(Cc1ccccn1)[C@H](C)CO2,-0.1,10
C[C@H]1CN([C@@H](C)CO)C(=O)CCCn2cc(nn2)CO[C@H]1CN(C)Cc1cccc(C(F)(F)F)c1,-0.6,5
C[C@@H]1CN([C@H](C)CO)C(=O)Cc2cc(NC(=O)c3ccncc3)ccc2O[C@H]1CN(C)S(=O)(=O)c1cn(C)cn1,1.6,nt
O=C(C[C@@H]1C=C[C@H](NC(=O)Nc2cc(F)ccc2F)[C@H](CO)O1)Nc1ccc(-c2ccccc2)cc1,-0.2,40
C=C(C)Cn1c(SCc2nc3ccccc3[nH]2)nc2sc3c(c2c1=O)CCC3,0.2,-1
C[C@H]1CN([C@@H](C)CO)S(=O)(=O)c2ccc(C#Cc3ccccc3)cc2O[C@H]1CN(C)S(C)(=O)=O,4.3,-21
COc1ccc(NC(=O)N(C)C[C@@H]2OCCCC[C@@H](C)Oc3ccc(NS(=O)(=O)c4ccc(OC)cc4)cc3C(=O)N([C@H](C)CO)C[C@@H]2C)cc1,0.6,nt
C[C@@H]1CN([C@H](C)CO)C(=O)c2cc(NC(=O)CCC(F)(F)F)ccc2O[C@@H](C)CCCCO[C@@H]1CN(C)S(=O)(=O)c1ccccc1,-0.4,nt
O=C(NCCOc1nc(N2CCCCC2)nc(N2CCOCC2)n1)Nc1ccccc1,-0.2,-2
CCn1c(SCC(=O)Nc2ccc(Cl)cc2Cl)nnc1-c1ccccc1F,0.1,-3
CC(C)NC(=O)N(C)C[C@@H]1Oc2c(NC(=O)Nc3cccc4ccccc34)cccc2C(=O)N([C@H](C)CO)C[C@@H]1C,-1.9,-4
COc1ccccc1S(=O)(=O)Nc1ccc2c(c1)OC[C@@H](C)NC[C@@H](C)[C@@H](OC)CN(C)C2=O,0.1,-10
C[C@@H]1CN([C@@H](C)CO)C(=O)c2cc(NS(=O)(=O)c3ccc(Cl)cc3)ccc2O[C@@H]1CN(C)Cc1ccc(Cl)c(Cl)c1,-1.1,nt
O=C(C[C@H]1C=C[C@@H](NC(=O)Nc2cc(F)ccc2F)[C@H](CO)O1)NCc1ccncn1,-0.2,13
COc1ccccc1C1(O)CCN(CCCn2c3ccccc3c3ccccc32)CC1,-0.4,9
C[C@H]1CN([C@@H](C)CO)C(=O)c2cc(-c3ccccc3F)cnc2O[C@H]1CN(C)Cc1ccccc1,0.1,5
C[C@H]1CN([C@@H](C)CO)C(=O)c2cc(-c3ccc(C#N)cc3)cnc2O[C@H]1CN(C)C(=O)Nc1ccc(F)cc1,0.2,5
C[C@@H]1CN([C@@H](C)CO)C(=O)c2cccc(NC(=O)c3cnccn3)c2O[C@H]1CN(C)Cc1ccccc1,2.8,-3
NC(=O)c1ccc(-n2c(CCC(=O)O)ccc2-c2cccs2)cc1,0.4,-19
O=S(=O)(N[C@@H]1CCCN(Cc2ccc(OCCO)cc2)C1)c1cc(C(F)(F)F)ccc1Cl,nt,-4
CN(CCCC(=O)O)c1nc(-c2ccc(F)cc2)cs1,2.9,-13
C/C=C/c1ccc2c(c1)O[C@H](CN(C)Cc1ccc(C(=O)O)cc1)[C@@H](C)CN([C@H](C)CO)S2(=O)=O,6.4,16
Cc1noc(C)c1S(=O)(=O)Nc1ccc2c(c1)CC(=O)N([C@@H](C)CO)C[C@H](C)[C@@H](CN(C)Cc1ccncc1)O2,3.1,nt
C[C@@H]1CN([C@H](C)CO)C(=O)c2cc(/C=C/c3ccccc3)cnc2O[C@H]1CN(C)C(=O)Nc1ccc(C(F)(F)F)cc1,-4.6,-29
C[C@H](CO)N1C[C@H](C)[C@H](CN(C)C(=O)Nc2ccc(F)cc2)Oc2ncc(-c3cccnc3)cc2C1=O,3.3,13
C[C@H](CO)N1C[C@H](C)[C@H](CN(C)Cc2ccncc2)Oc2ccc(NC(=O)Cc3ccccc3)cc2CC1=O,0.4,nt
Cc1ccc(S(=O)(=O)N(C)C[C@H]2OCc3ccccc3-c3ccccc3C(=O)N([C@@H](C)CO)C[C@@H]2C)cc1,-0.4,-15

Next records follow:
SMILES,IDH1 mut inh,EZH2 inh
C[C@@H]1CN([C@H](C)CO)C(=O)Cc2cc(N(C)C)ccc2O[C@@H]1CN(C)Cc1ccc(C(=O)Nc2ccccc2N)cc1,1.1,-10
C[C@H](CO)N1C[C@H](C)[C@H](CN(C)C(=O)Nc2ccc(F)cc2)Oc2ccc(NC(=O)Cn3cnnn3)cc2C1=O,0.1,nt
C[C@@H]1CN([C@@H](C)CO)C(=O)c2cc(-c3ccccc3)cnc2O[C@H]1CN(C)C(=O)NC1CCCC1,-1.9,8
C[C@@H]1CCCCO[C@@H](CN(C)C)[C@H](C)CN([C@H](C)CO)C(=O)c2cc(NC(=O)Nc3ccccc3)ccc2O1,2.2,2
C[C@@H]1CN([C@@H](C)CO)C(=O)Cc2cc(NS(=O)(=O)c3cn(C)cn3)ccc2O[C@H]1CN(C)C(=O)Nc1ccc(F)cc1,3.5,nt
O=S(=O)(N[C@@H]1CC[C@@H](CCNS(=O)(=O)c2ccccc2Cl)O[C@@H]1CO)c1ccccc1,0.1,-11
C[C@@H]1CN([C@@H](C)CO)C(=O)Cc2cc(NC(=O)Cn3cnnn3)ccc2O[C@@H]1CN(C)Cc1ccc(Oc2ccccc2)cc1,nt,-3
OC(CCN1CCCCC1)(c1ccccc1)c1ccccc1,0.6,nt
NS(=O)(=O)c1cc(C(=O)O)c(NCc2ccco2)cc1Cl,-2.1,nt
COc1ccc(S(=O)(=O)N(C)C[C@H]2OCCCC[C@@H](C)Oc3ccc(N(C)C)cc3C(=O)N([C@@H](C)CO)C[C@@H]2C)cc1,-0.6,-15

Gathered by group: those above with an NH in an aromatic ring.
SMILES,IDH1 mut inh,EZH2 inh
c1ncc(CCCC2CCNCC2)[nH]1,0.8,-2
C=C(C)Cn1c(SCc2nc3ccccc3[nH]2)nc2sc3c(c2c1=O)CCC3,0.2,-1
